Source: PubChem BioAssay (The Scripps Research Institute Molecular Screening Center)
FBW7 activator = FBW7 E3 ligase activators, primary screen, biochemical, AlphaScreen, human; F-box/WD repeat-containing protein 7 (Homo sapiens), Q969H0; AlphaScreen FBW7–phospho-cyclin E peptide binding, activator screen; normalized activity (activation), % at 26.1 µM; 650,000 tested, 0.13% active; AID 1259310, 2017; in the data active means normalized activity above about 1.9%;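 further: purified mutant Fbw7 with reduced substrate affinity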
GPR151 ag = activators of human GPR151, primary screen, cell-based, PathHunter beta-arrestin, luminescence. G-protein coupled receptor 151 (Homo sapiens), Q8TDV0. PathHunter beta-arrestin GPR151 cells. activation, % at 11.2 µM. 650,000 tested, 1% active. AID 1508602, 2020; in the data active means activation above about 4.9%;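 further: 0% = median of compound wells and 100% = cells with positive control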
Target sequence (Q8TDV0 whole entry, looked up): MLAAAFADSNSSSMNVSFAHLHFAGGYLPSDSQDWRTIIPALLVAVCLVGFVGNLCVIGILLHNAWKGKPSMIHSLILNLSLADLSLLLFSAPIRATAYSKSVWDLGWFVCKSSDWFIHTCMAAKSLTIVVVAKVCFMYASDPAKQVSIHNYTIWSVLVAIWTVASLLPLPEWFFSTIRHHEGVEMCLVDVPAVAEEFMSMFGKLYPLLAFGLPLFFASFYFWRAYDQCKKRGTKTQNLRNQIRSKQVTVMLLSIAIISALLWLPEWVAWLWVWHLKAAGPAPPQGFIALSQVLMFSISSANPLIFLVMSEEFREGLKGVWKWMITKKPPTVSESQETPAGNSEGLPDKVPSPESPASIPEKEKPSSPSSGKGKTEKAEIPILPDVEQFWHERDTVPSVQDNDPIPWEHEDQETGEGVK
TEAD-YAP inh = TEAD-YAP interaction inhibition, primary screen, TEAD-YAP interaction inhibitor project, luminescence, HEK-TIYL cells; TEAD-Gal4/YAP UAS-luciferase luminescence; inhibition, % at 9.12 µM; 640,000 tested, 1.4% active; in the data active means inhibition above about 32%;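 further: 0% = median of test compound wells and 100% = reference inhibitor wells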
MITF inh = MITF inhibitors, primary screen, biochemical, AlphaScreen, human. Microphthalmia-associated transcription factor (Homo sapiens), O75030. AlphaScreen MITF homodimerization, bead proximity signal. inhibition, % at 2.6 µM. 650,000 tested, 0.91% active. AID 1259374, 2018; in the data active means inhibition above about 50%;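 further: 0% = vehicle wells with protein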
Target sequence (O75030 whole entry, looked up): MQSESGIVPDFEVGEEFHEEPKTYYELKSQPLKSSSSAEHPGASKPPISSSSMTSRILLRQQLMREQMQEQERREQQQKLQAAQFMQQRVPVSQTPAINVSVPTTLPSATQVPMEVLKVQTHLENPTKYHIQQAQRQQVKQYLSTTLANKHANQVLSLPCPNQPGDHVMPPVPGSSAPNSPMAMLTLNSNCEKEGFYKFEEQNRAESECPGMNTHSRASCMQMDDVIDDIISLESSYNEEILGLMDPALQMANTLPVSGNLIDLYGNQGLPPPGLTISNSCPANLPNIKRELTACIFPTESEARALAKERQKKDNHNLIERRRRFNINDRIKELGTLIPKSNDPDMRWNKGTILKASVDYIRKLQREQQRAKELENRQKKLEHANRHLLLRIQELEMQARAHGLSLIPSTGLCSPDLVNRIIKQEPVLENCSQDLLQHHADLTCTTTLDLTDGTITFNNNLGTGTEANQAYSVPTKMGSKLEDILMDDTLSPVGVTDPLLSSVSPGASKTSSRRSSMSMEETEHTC
Active calls of the source: *; & = joins results of further samples.

1	CCOC(=O)C1=C(c2ccccc2)Nc2nc(C)nn2C1c1ccc(OC)c(OC)c1 (stereo unspecified)
2	COc1cccc2cc(C(=O)Nc3ccccc3)c(=Nc3ccc(F)cc3)oc12
3	CCOc1cc(C2NC(=S)NC(C)=C2C(=O)OC)ccc1OCC(=O)O (stereo unspecified)
4	CCOc1cc(C2C(C(=O)OC3CCCC3)=C(C)NC3=C2C(=O)CC(c2ccc(Cl)cc2)C3)cc(Br)c1O (stereo unspecified)
5	CC1(C(=O)O)CCC(C(=O)NCCc2ccccc2)C1(C)C (stereo unspecified)
6	COc1cccc(C(=O)COc2ccc3ccc(=O)oc3c2)c1
7	C=COc1ccc(NC(=O)c2ccc(OC)cc2)cc1
8	Cc1ccc2c(c1)CN(CC(=O)NCC1(c3ccccc3)CCOCC1)CC(C)O2 (stereo unspecified)
assay / compound	1	2	3	4	5	6	7	8
FBW7 activator	0.5	-0.2	0.5	-0.1	0.0	0.0	-0.2	0.9
GPR151 ag	0.4	-0.5	2.6	0.5	-0.5	0.3	0.2	-0.6
TEAD-YAP inh	-4.8	-40.2	-0.5	-5.5	2.5	6.2	-33.0	3.1
MITF inh	16.1	-0.2	1.1	-6.8	-2.2	15.5	-0.4	14.6

9	CC(=O)c1ccc(NS(=O)(=O)c2cc(C(=O)Nc3ccccc3C(=O)O)ccc2C)cc1
10	O=C(CSc1nc2c(c(=O)[nH]1)CCC2)Nc1ccc(Cl)cc1F
11	CSc1ccc(C(=O)Nc2nc3ccc(F)cc3s2)cc1
12	COc1cc(OC)c(OC)cc1/C=C1\N=C(c2ccc(Br)o2)OC1=O
13	COC(=O)CNC(=O)c1cc2cc3ccc(C)cc3nc2s1
14	Oc1c(CN2CCOCC2)cc(Br)c2cccnc12
15	O=c1[nH]c(=O)n(Cc2cccs2)c(O)c1C=NCc1cccs1
16	C[N+]12CCCCC1[C@@H](CCCO)CCC2 (stereo partly specified)
assay / compound	9	10	11	12	13	14	15	16
FBW7 activator	-0.3	-0.2	0.2	-0.2	-0.2	-0.3	-0.1	1.0
GPR151 ag	0.0	1.2	-3.6	0.7	-1.4	1.5	0.8	0.1
TEAD-YAP inh	7.9	6.1	-50.2	12.7	3.8	49.5*	5.6	3.9
MITF inh	-10.4	0.9	25.3	0.9	5.0	47.0	0.6	23.5

Grouped by structure: the entries above with nitrogen in an aromatic ring (6)
1	CCOC(=O)C1=C(c2ccccc2)Nc2nc(C)nn2C1c1ccc(OC)c(OC)c1 (stereo unspecified)
10	O=C(CSc1nc2c(c(=O)[nH]1)CCC2)Nc1ccc(Cl)cc1F
11	CSc1ccc(C(=O)Nc2nc3ccc(F)cc3s2)cc1
13	COC(=O)CNC(=O)c1cc2cc3ccc(C)cc3nc2s1
14	Oc1c(CN2CCOCC2)cc(Br)c2cccnc12
15	O=c1[nH]c(=O)n(Cc2cccs2)c(O)c1C=NCc1cccs1
assay / compound	1	10	11	13	14	15
FBW7 activator	0.5	-0.2	0.2	-0.2	-0.3	-0.1
GPR151 ag	0.4	1.2	-3.6	-1.4	1.5	0.8
TEAD-YAP inh	-4.8	6.1	-50.2	3.8	49.5*	5.6
MITF inh	16.1	0.9	25.3	5.0	47.0	0.6

The results go on.
17	CCC(C(=O)NCc1cccs1)n1nc(C)n2c(cc3sccc32)c1=O (stereo unspecified)
18	C=CCNc1nc(Nc2ccc(-c3nc4ccccc4o3)cc2)nc(N2CCOCC2)n1
19	O=C1c2ccccc2C2c3cccn3CCN12 (stereo unspecified)
20	Cc1nn(Cc2ccc(F)cc2)c(C)c1NC(=O)c1cc(-c2ccco2)on1
21	COc1ccc(-c2nc(N)c3ncn(C4CCCCC4)c3n2)cn1
22	Cc1nnc(SCC(=O)NNC(=O)CC#N)[nH]c1=O
23	OCC1CCCN1c1nc2ncnc(NCc3ccccc3)c2[nH]1 (stereo unspecified)
24	CCOc1ccccc1NC(=O)C(C)CC (stereo unspecified)
assay / compound	17	18	19	20	21	22	23	24
FBW7 activator	0.2	0.3	-0.1	0.0	0.1	0.1	0.3	-0.2
GPR151 ag	-1.1	2.7	1.8	1.2	1.0	-1.1	-1.6	1.1
TEAD-YAP inh	-3.2	8.6	-0.6	7.9	-3.0	-0.8	3.0	10.2
MITF inh	12.7	4.0	4.8	-3.6	12.7	-7.2	6.6	-1.8

25	O=C(CSc1nc2c(c(=O)n1CCc1ccccc1)SCC2)NCc1ccccc1
26	COC(=O)C12Nc3ccccc3NC(c3ccccc3)=C1C(=O)C(=O)N2c1cccc(C(F)(F)F)c1 (stereo unspecified)
27	O=C(CSc1ccc(-c2cccnc2)nn1)N1CCCc2ccccc21
28	O=C(Cn1cnc2c(oc3ccccc32)c1=O)NCc1ccc(F)cc1
29	Cc1noc(C)c1-c1cccc(C(=O)Nc2ccc(Oc3ccccc3)cc2)n1
30	CCOc1ccc(C2=NN3C(C2)c2cccc(OC)c2OC3c2ccc(OC)c(OC)c2)cc1 (stereo unspecified)
31	CCOc1ccc(C2(O)CN(c3cc(OC)ccc3OC)C3=[N+]2CCCS3)cc1 (stereo unspecified)
32	CC(C)Nc1nc(NC(C)C)nc(N(C#N)CC#N)n1
assay / compound	25	26	27	28	29	30	31	32
FBW7 activator	-0.4	0.1	0.6	-0.5	0.1	-0.1	-0.1	-0.5
GPR151 ag	3.9	-0.7	-1.4	-0.5	-1.2	-0.7	-0.6	0.1
TEAD-YAP inh	2.2	-55.7	-3.9	4.5	0.6	-3.4	13.8	0.1
MITF inh	-10.4	34.1	9.3	0.1	19.7	1.4	10.6	-4.8

33	Cn1c(SCC(=O)Nc2cccc(F)c2)nnc1-c1c[nH]c2ccccc12
34	COc1ccccc1OCCOc1ccc(/C=C2/C(=N)N3OC(C)=CC3=NC2=O)cc1OC
35	CCOC(=O)N1CCN(C(=O)Cn2cc3c(n2)CCCCC3)CC1
36	Cc1ncc(CN2CCCC(C(=O)Nc3ccc(-c4ccn[nH]4)cc3)C2)cn1 (stereo unspecified)
37	Cc1ccc2c(c1)cc1c(=O)n(CC(=O)NCCCN3CCCC3=O)nc(C)n12
38	CCCCN(C)Cc1c(C)[nH]c2c(C)cc(C)cc2c1=O
39	O=S(=O)(NCc1ccc(F)cc1)c1cccc2nsnc12
40	Cn1c(/C=N/O)nc2cc([N+](=O)[O-])ccc21
assay / compound	33	34	35	36	37	38	39	40
FBW7 activator	-0.2	-0.1	0.2	0.2	-0.1	0.2	-0.1	-0.2
GPR151 ag	-0.7	-1.0	0.2	0.8	1.2	0.2	-0.3	-2.4
TEAD-YAP inh	-10.0	5.9	0.0	-11.7	6.6	1.0	-11.2	1.9
MITF inh	-4.4	-1.5	-6.6	4.2	-2.2	-8.2	-5.3	4.4

41	O=C1OC(c2ccc(F)cc2)=N/C1=C\c1ccccc1Br
42	CCOC(=O)c1ccc(CN(Cc2ccc(Br)cc2)S(=O)(=O)c2ccc(C)cc2)cc1
43	COc1cc(/C=C2/C(=O)N(c3cccc(Br)c3)N=C2C)ccc1OCc1ccccc1
44	CCOc1ccc(CN2CCCC(CNC(=O)c3cccs3)C2)cc1CO (stereo unspecified)
45	CC(=O)Nc1ccc(S(=O)(=O)N2CCc3ccccc3C2)cc1
46	O=C(N/N=C/c1cc2c([nH]1)CCCC2)c1n[nH]c2c1CCC2
47	CCCN(CCC)C(=O)c1c(NC(=O)c2ccccc2Cl)sc2c1CCCCC2
48	CCCn1c(SCC(=O)NC(=O)NC(C)(C)C)n[nH]c1=O
assay / compound	41	42	43	44	45	46	47	48
FBW7 activator	0.3	0.2	-0.3	-0.1	0.0	-0.1	0.2	0.0
GPR151 ag	0.2	0.2	-2.1	1.2	2.8	-1.3	-0.5	-1.7
TEAD-YAP inh	6.8	2.5	-0.1	2.7	3.2	33.0*	-2.3	-2.9
MITF inh	3.1	7.0	-1.2	2.9	-0.8	20.9	12.7	-1.1

49	O=C(Nc1cccc([N+](=O)[O-])c1)[C@H]1CC=CC[C@H]1C(=O)O
50	O=C(c1cc(-c2ccccc2O)no1)N1CCOCC1
51	CCCn1ncc(-c2ccnc(Nc3ccc(-n4cnc(C)n4)cc3)c2)c1-c1ccc(F)cc1
52	Cc1[nH]nc(NNC(=O)c2ccccc2)c1[N+](=O)[O-]
53	Cc1n[nH]c(C)c1NC(=O)CSc1nnc(-c2ccccc2)n1C
54	Cc1ccnc(NC(=O)C(NC(=O)C2CCCCC2)C(C)C)c1 (stereo unspecified)
55	Cc1ccc(OCC(=O)N/N=C\c2cccnc2)cc1
56	COc1ccc(NC(=S)NNC(=O)Cc2c(F)cccc2Cl)cc1OC
assay / compound	49	50	51	52	53	54	55	56
FBW7 activator	0.0	-0.2	0.3	0.0	0.1	-0.1	0.7	0.2
GPR151 ag	1.2	-3.0	1.4	-1.4	1.6	-0.1	-0.3	-1.8
TEAD-YAP inh	1.7	-34.2	-8.3	-7.7	-5.0	-47.3	4.3	12.9
MITF inh	-3.1	-3.0	23.8	-1.3	-8.7	-10.2	23.8	13.6

57	CCOC(=O)N1CCc2c(sc3c2C(=O)NC(c2ccccc2F)N3)C1 (stereo unspecified)
58	CCCN1CCN(C(=O)c2cc3c(=O)oc4ccccc4c3s2)CC1
59	O=C(NCCc1ccccc1)C1CC(c2ccccc2O)=NO1 (stereo unspecified)
60	Cc1ccc(/C(O)=C2/C(=O)C(=O)N(Cc3ccco3)C2c2ccco2)cc1F (stereo unspecified)
61	Cc1ccc2nc(-c3ccc(NC(=O)c4ccccc4F)cc3)sc2c1
62	Nc1nc(NCCO)cc(Nc2ccc(-n3ccnc3)cc2)n1
63	CCOC(=O)C1=CN(Cc2ccc(F)cc2)C=C(C(=O)OCC)C1c1cccc(O)c1
64	COc1ccc(-c2nn(CCC(=O)O)cc2CCC(=O)O)cc1
assay / compound	57	58	59	60	61	62	63	64
FBW7 activator	-0.1	0.0	0.4	-0.3	0.1	-0.3	0.1	0.0
GPR151 ag	0.3	1.1	2.3	1.3	-0.4	3.6	-0.9	0.6
TEAD-YAP inh	-4.1	-8.1	-8.9	2.6	-10.3	-6.3	7.9	0.2
MITF inh	-3.4	-5.6	15.8	21.2	6.2	1.8	-7.6	-2.4

Compound profiles, from the list above.
Shown for `O=C(NCCc1ccccc1)C1CC(c2ccccc2O)=NO1` (stereo unspecified) : FBW7 activator: 0.4; GPR151 ag: 2.3; TEAD-YAP inh: -8.9; MITF inh: 15.8
Shown for `Cc1ccc2nc(-c3ccc(NC(=O)c4ccccc4F)cc3)sc2c1` : FBW7 activator: 0.1; GPR151 ag: -0.4; TEAD-YAP inh: -10.3; MITF inh: 6.2

Going on with the list:
65	O=C1c2ccccc2-c2onc3c(N4CCCCC4)cc(Nc4cccc(F)c4)c1c23
66	CCN(CC)c1nc([N+](=O)[O-])nn1C
67	OC[C@@H]1CCCN1Cc1nc(-c2ccccn2)no1
68	Cc1ccc(Cl)cc1S(=O)(=O)Nc1ccc2c(c1)CC(=O)N2C
69	O=C(NCCO)C(=O)NCc1ccccc1
70	CCN(CC)C(=O)N1CCN(Cc2ccc3c(c2)OCO3)CC1
71	COc1ccc(CCN=C(N)NS(=O)(=O)c2ccc3ccccc3c2)cc1
72	Fc1cccc(CSc2nc(Nc3ccc(F)c(F)c3)c3ccccc3n2)c1
assay / compound	65	66	67	68	69	70	71	72
FBW7 activator	-0.6	0.0	-0.2	-0.1	1.0	-0.1	0.1	0.7
GPR151 ag	0.5	0.1	0.5	-0.6	-1.8	0.0	-0.9	3.2
TEAD-YAP inh	-4.2	7.7	2.8	2.0	-1.3	11.6	4.5	6.6
MITF inh	4.7	0.8	7.1	14.7	17.0	0.3	7.8	6.2

73	Cc1cc(OCc2nc(-c3ccccn3)no2)ccc1Br
74	CS(=O)(=O)c1ccc(C(=O)OCC(=O)c2ccc(Cl)s2)cc1[N+](=O)[O-]
75	O=C(O)c1ccc(N2CCCC2)c([N+](=O)[O-])c1
76	COc1ccc(CCNc2nc(N3CCOCC3)nc3c2ncn3-c2ccsc2)cc1
77	CCn1c(=O)[nH]c2c(C(N)=O)nc(-c3ccc(Cl)cc3)nc21
78	c1ccc(Oc2ccccc2-c2cnc(NCc3ccco3)c3nccn23)cc1
79	C[C@]12CC[C@@H]3c4ccc(O)cc4CC[C@H]3[C@@H]1CC[C@@H]2O
80	O=C(NCc1nc(NC2CCCC2)c2cc(Cl)ccc2n1)c1cccnc1
81	O=C(c1ccc(F)cc1)N1CCc2[nH]c3ccccc3c2C1
82	Cc1csc(NC(=O)c2ccccc2Cl)n1
assay / compound	73	74	75	76	77	78	79	80	81	82
FBW7 activator	0.3	-0.2	0.0	-0.4	-0.1	0.1	-0.1&0.1&0.0	0.2	-0.1	-0.1
GPR151 ag	-1.7	1.8	-0.4	0.6	0.0	-0.4	-1.1&0.7&2.4	-0.7	-0.7	-9.2
TEAD-YAP inh	-43.1	-8.6	7.2	-14.5	8.3	3.6	-2.8&-12.8	-9.2	-8.6	-17.5
MITF inh	2.0	8.6	9.1	-4.4	7.7	10.6	-1.2&8.9&-7.4	15.8	-1.0	1.6
